Screens from PubChem BioAssay.
USP2a inh – blocks human ubiquitin-specific protease USP2a; actives 0.01% (n = 330,000); USP2 core, Ub-CHOP2 coupled fluorogenic reporter, 485/531; Potency, µM (top dose mostly 38.3 µM), without a hit: at the top dose activity change, negative = inhibition, hits mostly inhibitors; AID 463254; O75604;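 further: potency means the concentration at half of the fitted maximal effect; plate controls were DMSO wells for no effect and full inhibition by NEM control for full effect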
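USP2 core (10nM final) preincubated 30min RT with compound in 20mM Tris-HCl pH 8.0, 2mM CaCl2, 2mM beta-mercaptoethanol, 0.05% CHAPS; 25nM Ub-CHOP2 plus 25nM reporter substrate added, fluorescence (Ex485/Em531) read after 60min.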
B2AR arrestin – agonists driving beta-arrestin recruitment to human beta2-adrenergic receptor; AID 492947; beta-arrestin recruitment to beta2AR, cell-based reporter; P07550; Potency, µM (titrated, usually from 46.1 µM), for inactives: at the highest dose activation, hits mostly activators; actives 0.02% (n = 330,000);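 further: potency means the concentration at half of the fitted maximal effect; 0% = DMSO controls and full agonism = EC100 isoproterenol or metaproterenol; nearly all actives have a fitted effect of over 65% in size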
GALK inhibitor – blocks human galactokinase activity. P51570. Purified GALK, Kinase-Glo residual ATP luminescence. Potency, µM (highest dose often 57.5 µM), for inactives: at the top dose activity change, negative = inhibition, usual class: inhibitors. actives 0.007% (n = 270,000). AID 1868; further: potency means the concentration at half of the fitted maximal effect; on the % scale 0 is the no-effect control and ±100 the full control effect
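Quantitative HTS: GALK 5 nM, ATP 35 uM, galactose 100 uM, 1 h room temperature, then luciferase-based ATP detection.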
TRPV1 agonist – human TRPV1 agonism; activation, % at 8.33 µM; Q8NER1; actives 0.19% (n = 320,000); TRPV1-expressing cells, Fluo-8 calcium influx, agonist mode; in the data active means activation above about 80%; inconclusive means between about 30% and that limit; further: 0% is about no effect
Target sequence (Q8NER1 whole entry, looked up): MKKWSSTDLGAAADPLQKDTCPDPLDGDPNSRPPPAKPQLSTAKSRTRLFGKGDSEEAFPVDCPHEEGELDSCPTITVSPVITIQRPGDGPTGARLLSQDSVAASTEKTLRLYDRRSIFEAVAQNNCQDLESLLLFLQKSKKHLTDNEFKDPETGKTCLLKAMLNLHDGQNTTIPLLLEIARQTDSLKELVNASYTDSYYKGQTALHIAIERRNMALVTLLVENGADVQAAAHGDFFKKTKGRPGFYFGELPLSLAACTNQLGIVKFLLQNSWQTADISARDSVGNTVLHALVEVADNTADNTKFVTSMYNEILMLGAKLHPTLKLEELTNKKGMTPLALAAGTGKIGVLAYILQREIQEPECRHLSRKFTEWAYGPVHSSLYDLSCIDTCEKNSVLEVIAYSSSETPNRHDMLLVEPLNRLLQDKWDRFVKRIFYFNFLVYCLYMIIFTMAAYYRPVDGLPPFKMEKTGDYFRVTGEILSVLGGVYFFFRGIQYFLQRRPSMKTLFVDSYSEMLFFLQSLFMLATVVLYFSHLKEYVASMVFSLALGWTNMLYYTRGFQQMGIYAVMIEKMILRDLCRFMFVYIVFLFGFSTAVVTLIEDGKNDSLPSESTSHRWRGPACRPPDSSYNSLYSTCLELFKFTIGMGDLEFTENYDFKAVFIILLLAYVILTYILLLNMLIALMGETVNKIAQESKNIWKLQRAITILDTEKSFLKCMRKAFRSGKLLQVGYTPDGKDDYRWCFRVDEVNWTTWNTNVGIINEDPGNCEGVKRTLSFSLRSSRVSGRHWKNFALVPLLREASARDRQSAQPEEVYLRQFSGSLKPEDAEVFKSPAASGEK
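TRPV1-expressing cells were cultured overnight at 35.5C and loaded with Fluo-8 calcium dye for 40 to 90 min at room temperature. After a 10 s baseline, compound was added and calcium influx was read kinetically for 3 min (ex 480/em 520 nm).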
KCNH2 WT inh – inhibitors of human wildtype KCNH2 potassium channel | Q12809 | U2OS, BacMam KCNH2, thallium flux FluxOr; hits give low values | activity change, % at 1.84 µM | actives 0.37% (n = 340,000) | AID 720551;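 active means maximum activity change below -70%; inconclusive means maximum activity change between -70% and -50%; inactive means maximum activity change above -50%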; further: on the % scale 0 is the no-effect control and ±100 the full control effect
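U2OS cells transduced with wild-type KCNH2 virus are loaded with FluxOr dye for 45 min, and thallium flux is measured in kinetic reads before and after stimulation buffer. Rate constants are normalized to DMSO controls.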
Menin-MLL TR inh – menin-MLL binding inhibition, Texas Red mutant peptide; O00255; Menin + Texas Red MLL mutant peptide, fluorescence polarization; Potency, µM (series often up to 61.6 µM), for inactives: at the top dose FP activity change, negative = inhibition, usual class: inhibitors; actives 0.23% (n = 270,000); AID 1768; active means well fitted inhibition curve with a large enough effect in the polarisation, with a control signal flat, not every such curve was filed as active; inconclusive means small, poorly fitted or top-dose-only effect, or effect the other way, or a change in a side signal; inactive means no such curve, though single readings can be large or run the other way; the % refers to the polarisation; further: potency means the concentration at half of the fitted maximal effect; % of control where 0% means no effect; many of its hits are not listed in these tables
KCNH2 3.1 block – blocks the human KCNH2 3.1 channel isoform; U2OS KCNH2 3.1, thallium flux FluxOr; hits give low values; activity change, % (tested at about 1.8 µM); actives 0.95% (n = 340,000); AID 720553;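 active means maximum activity change below -70%; inconclusive means maximum activity change from -70% to -50%; inactive means maximum activity change above -50%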;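 further: thallium influx rate constant from kinetic fluorescence after stimulation buffer; on the % scale 0 is the no-effect control and ±100 the full control effect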
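U2OS cells transduced with KCNH2 3.1 mutant virus (1.77 x 10^8 /mL, 4 h), plated overnight at 37 C, loaded 45 min with FluxOr dye plus Red40 quencher. Thallium flux rate constant from kinetic reads after stimulation buffer, normalised to controls.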
Coupling enz – coupling enzyme interference in Giardia aldolase counter-screen | coupling enzyme system counterscreen, AmpLite Red fluorescence | activity change, negative = inhibition, % at 58.2 µM, hits read low | actives 0.67% (n = 290,000) | AID 2472; in the data active means activity change below about -30%; further: on the % scale 0 is the no-effect control and ±100 the full control effect
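Counterscreen lacking aldolase: glyceraldehyde-3-phosphate coupling-enzyme reagent preincubated 10 min at RT with compound (at 57.5 uM final), then substrate/coupling system with AmpLite Red added; fluorescence read at 525/598 nm after 20 min RT.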
Giardia killer – kills Giardia lamblia; Giardia lamblia trophozoite viability; activity change, % at 7.66 µM, hits read low; actives 0.15% (n = 340,000); AID 540267; in the data active means activity change below about -80%; inconclusive means between about -30% and that limit;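 further: parasites exposed to compound for two days anaerobically before the ATP read; on the % scale 0 is the no-effect control and ±100 the full control effect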
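Compounds were tested on trophozoites seeded at 100 cells/well and held 48 hrs at 37 deg C anaerobically. An ATP-based luminescent kit measured the remaining live cells.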
CXXC DNA block – MLL CXXC-DNA interaction inhibition | Q03164 | MLL-CXXC / FITC-HOXA9 DNA fluorescence polarization | Potency, µM (top dose mostly 115 µM), for the others: at the top dose activity change, negative = inhibition, actives largely listed as inhibitors | actives 0.037% (n = 290,000); active means well fitted inhibition curve with a large enough effect in the polarisation, with a control signal flat, not every such curve was filed as active; inconclusive means small, poorly fitted or top-dose-only effect, or effect the other way, or a change in a side signal; inactive means no such curve, though single readings can be large or run the other way; the % refers to the polarisation; further: potency means the concentration at half of the fitted maximal effect
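Purified MLL-CXXC (added from a 7 uM solution) was preincubated 5 min at ambient with pinned compounds in 50 mM Tris-HCl pH 7.5, 50 mM NaCl, 1 mM DTT, 0.05% BSA. Fluorescein-labeled HOX-A9 DNA (50 nM solution) followed, 30 min, then polarization read.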
PKM2 act – activators of human pyruvate kinase M2. AID 1631. actives 0.34% (n = 260,000). Potency, µM (series often up to 57.5 µM), for the others: at the top dose activation, most hits filed as activators. purified PKM2, Kinase-Glo ATP luminescence, activation; response scale: 0% is enzyme alone, no compound; further: potency means the concentration at half of the fitted maximal effect; on the % scale 0 is the no-effect control and ±100 the full control effect; nearly all actives have a fitted effect of over 55% in size
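Purified hPK-M2 (>95%) run at intermediate activity with 0.1 mM ADP and 0.5 mM PEP in 50 mM imidazole pH 7.2, KCl, MgCl2; 1 h room temperature. ATP formed read by Kinase-Glo luminescence; normalized to uninhibited and no-enzyme controls.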
Active calls of the source: *; i = inactive; ? = inconclusive; . = no result given; [ ] = dose if it differs, or a comment. Unless noted, the call rests on the fitted dose curve; in most records, active means well fitted curve in the direction sought with a large enough effect; inconclusive means small, poorly fitted or top-dose-only effect, or another doubt; inactive means no such curve, though single readings can be large; an effect the other way counts as inactive or inconclusive. The list is partial, so the mix of outcomes need not match the whole.

Every second line gives: USP2a inh	B2AR arrestin	GALK inhibitor	TRPV1 agonist	KCNH2 WT inh	Menin-MLL TR inh	KCNH2 3.1 block	Coupling enz	Giardia killer	CXXC DNA block	PKM2 act
COc1ccc(NC(=O)c2cc(S(=O)(=O)N3CCOCC3)cs2)cc1
 : 0%	0.0%	2%	-2	-7	-4%	-16	0	3	-10%	-12%
CCOc1ccc(C(=O)c2nc3c(n2O)CCCC3)cc1
 : 0%	0.2%	-1%	3	-1	16%	3	-1	57[activator]	1%	0%
CCOc1ccc(CCNC(=O)C2CC(=O)N(C3CCCC3)C2)cc1OCC (stereo not given)
 : 0%	0.1%	2%	-1	7	12%	-9	3	-22	0%	-6%
CN1CCN(/C=N/c2sc3c(c2C#N)CCCCC3)CC1
 : -5%	-0.4%	-1%	-2	5	-11%	-26	-1	5	-1%	-6%
N#CC(=C1N=c2ccccc2=N1)c1c(O)[nH]c2ccccc12
 : 3%	-1.0%	-1%	-2	.	.	.	-1	.	3%	-15%
COCc1ccc(CN2CCc3c([nH]c4ccccc34)C2CC(C)C)o1 (stereo not given)
 : 3%	-0.6%	-2%	15	-10	8%	0	-8	-10	-5%	15%
Cc1ccnc(NC(=O)CCC(=O)N(CC(=O)NCc2ccccc2)Cc2ccco2)c1
 : 0%	-0.9%	-1%	-1	i	0%	2	6	-6	4%	-16%
COc1ccc(-n2nnnc2SCC(=O)c2cccc(OC)c2)cc1
 : -2%	0.3%	0%	8	-11	9%	1	2	-6	6%	9%
O=C(COc1cccc2ccccc12)NNC(=O)[C@@H]1CCCC[C@@H]1C(=O)O
 : 0%	-0.4%	-5%	1	-7	-13%	2	3	-14	8%	-1%
O=C(CCCn1c(=O)c2cccn2c2cccnc21)NCCc1ccc(Cl)cc1
 : 1%	0.0%	-4%	-4	16	.	18	.	5	-3%	.

Other compounds:
Every second line gives: USP2a inh	B2AR arrestin	GALK inhibitor	TRPV1 agonist	KCNH2 WT inh	Menin-MLL TR inh	KCNH2 3.1 block	Coupling enz	Giardia killer	CXXC DNA block	PKM2 act
N#C/C(=C\c1ccco1)C(=O)Nn1cnnc1
 : 2%	0.0%	9%	-2	-10	16%	-4	7	15	16%	-8%
Cc1nc(C)c(C(=O)OCC(=O)Nc2ccccc2)s1
 : 0%	0.1%	.	-1	8	.	-1	.	21	.	.
COc1ccc(-c2noc(CCCc3ccccc3)n2)cc1OC
 : 4%	-0.2%	-2%	3	-4	1%	2	5	4	-8%	-3%
Cc1nc2ccccc2c2oc(C(=O)NCCN3CCN(C)CC3)cc12
 : ?	0.4%	3%	.	1	4%[11.7 µM]	6	4	-14	-25%	-21%
CCC(C)(C)N1CC(=O)N(Cc2ccccc2)C(c2ccc(OC)cc2)C1=O (stereo not given)
 : -1%	-0.3%	-4%	22	-16	-1%	1	-1	-3	7%	-2%
O=C(COC(=O)C1CCN(C(=O)c2ccc(Cl)cc2)CC1)c1ccco1
 : 5%	-0.4%	5%	1	-5	-13%	-1	1	13	1%	1%
COc1ccccc1OCCOc1ccc(/C=C2\C(=N)N3N=C(S(C)(=O)=O)SC3=NC2=O)cc1
 : -1%	-0.9%	5%	-3	6	?	5	12	-4	?	.
CCN(CC(=O)NCc1ccc(Cl)cc1)C(=O)CCC(=O)c1ccc(C)cc1
 : -1%	-0.1%	.	25	34	.	3	.	9	.	.
CC1CCN(C(=O)c2ccc(CNc3c(N4CCCC4)c(=O)c3=O)cc2)CC1
 : 2%	0.1%	0%	1	-9	.	-6	1	0	-3%	8%
Cc1c(CC(=O)O)c(=O)oc2c(C)c3occ(-c4ccc(F)cc4)c3cc12
 : 4%	-0.6%	.	5	-12	11%	8	1	-19	2%	.

Going on with the list.
Every second line gives: USP2a inh	B2AR arrestin	GALK inhibitor	TRPV1 agonist	KCNH2 WT inh	Menin-MLL TR inh	KCNH2 3.1 block	Coupling enz	Giardia killer	CXXC DNA block	PKM2 act
O=C(CN1CCN(C(C(=O)Nc2ccc(Cl)cc2C(F)(F)F)c2ccccc2)CC1)NC1CC1 (stereo not given)
 : 4%	-0.4%	.	29	0	.	-19	.	13	.	.
CC1=C(C(=O)Nc2ccc(C(=O)N3CCN(c4ccccc4F)CC3)cc2)SCCO1
 : 2%	0.1%	2%	9	2	.	0	.	-22	1%	.
Cc1cc2[nH]c(=O)c(=O)[nH]c2cc1S(=O)(=O)N1CCN(c2cccc(C(F)(F)F)c2)CC1
 : -12%	-0.2%	-2%	-6	0	?	-1	-2	?	10%	.
Cc1noc(C(=O)Nc2cc(Cl)ccc2O)c1Cl
 : 0%	0.5%	0%	0	1	-14%	-13	1	20	4%	.
Cc1ccsc1C(=O)C1CCCN(Cc2cn(C)nc2-c2ccccc2)C1 (stereo not given)
 : 2%	-0.5%	1%	2	4	-23%	.	2	2	11%	0%
CN(C(=O)COC(=O)c1ccc2ccccc2n1)C1CCCCC1
 : 3%	-0.4%	.	.	-6	.	5	.	-18	.	.
O=C(N/N=C/c1cc(Br)cc(Br)c1O)c1cccc(N2CCCC2=O)c1
 : 1%	-0.2%	-4%	2	-1	?	17	7	1	12%	-12%
O=C(Cn1ccc([N+](=O)[O-])n1)NCc1cccnc1
 : 1%	0.4%	1%	1	-3	12%	4	3	0	21%	2%
O=C(NCc1ccco1)c1cc(=O)c2ccccc2o1
 : 2%	-0.1%	8%	1	7	4%	3	1	11	-1%	-10%
OC[C@H]1O[C@@H](Oc2ccc3cc(Br)ccc3c2)[C@H](O)[C@@H](O)[C@H]1O
 : -1%	-0.2%	.	1	0	.	14	.	22	.	.

Later entries.
Every second line gives: USP2a inh	B2AR arrestin	GALK inhibitor	TRPV1 agonist	KCNH2 WT inh	Menin-MLL TR inh	KCNH2 3.1 block	Coupling enz	Giardia killer	CXXC DNA block	PKM2 act
O=C(Nc1ccc(F)cc1)N(CCCN1CCOCC1)Cc1cc2cc3c(cc2[nH]c1=O)OCCO3
 : -1%	-0.5%	2%	0	1	-14%	18	-1	0	14%	9%
Cc1cc(C)n2cc(CSCc3ccccc3)nc2n1
 : 1%	-0.7%	0%	-4	-7	0%	-12	8	-26	-6%	-12%
CCOC(=O)N1CCN(C(=O)CS(=O)(=O)Cc2nc(-c3ccccc3C)oc2C)CC1
 : -1%	?	0%	-1	18	4%	9	0	8	-5%	3%
NS(=O)(=O)c1ccc(NC(=O)CCC(=O)c2cccs2)cc1
 : 0%	-0.5%	4%	-2	6	14%	9	-1	36[activator]	-4%	.
Nc1ccc(O)c([N+](=O)[O-])c1
 : -9%	1.2%	.	2	51	.	14	.	-4	.	.
O=C(NC1CCCCC1)C(c1ccc(Cl)cc1)N(C(=O)c1cnccn1)c1ccc2c(c1)OCO2 (stereo not given)
 : 2%	-0.9%	0%	-18	-23	-22%	15	1	24	-4%	6%
CC(Sc1ccc(Cl)cc1)C(=O)NCC(c1ccco1)N1CCCCC1 (stereo not given)
 : -1%	0.0%	.	-2	46	.	-30	.	-18	.	.
COc1ccc(S(=O)(=O)N2CCN(CC(=O)Nc3cccc(OC)c3)CC2)cc1
 : -1%	0.0%	-3%	-1	9	.	3	.	9	-4%	.
Clc1cccc(CN2COc3c(cc(Cl)c4cccnc34)C2)c1
 : 3%	-3.7%	0%	0	.	0%	.	-15	.	3%	6%
O=C(Nc1nnc(-c2ccc(Cl)cc2)o1)C1=COCCO1
 : 0%	-0.1%	-1%	1	3	15%	13	3	-24	-3%	-4%

Whole records as entered above:
Record of Cc1cc(C)n2cc(CSCc3ccccc3)nc2n1 = USP2a inh = 1%; B2AR arrestin = -0.7%; GALK inhibitor = 0%; TRPV1 agonist = -4; KCNH2 WT inh = -7; Menin-MLL TR inh = 0%; KCNH2 3.1 block = -12; Coupling enz = 8; Giardia killer = -26; CXXC DNA block = -6%; PKM2 act = -12%
Record of CCOC(=O)N1CCN(C(=O)CS(=O)(=O)Cc2nc(-c3ccccc3C)oc2C)CC1 = USP2a inh = -1%; B2AR arrestin = ?; GALK inhibitor = 0%; TRPV1 agonist = -1; KCNH2 WT inh = 18; Menin-MLL TR inh = 4%; KCNH2 3.1 block = 9; Coupling enz = 0; Giardia killer = 8; CXXC DNA block = -5%; PKM2 act = 3%
Record of O=C(Nc1ccc(F)cc1)N(CCCN1CCOCC1)Cc1cc2cc3c(cc2[nH]c1=O)OCCO3 = USP2a inh = -1%; B2AR arrestin = -0.5%; GALK inhibitor = 2%; TRPV1 agonist = 0; KCNH2 WT inh = 1; Menin-MLL TR inh = -14%; KCNH2 3.1 block = 18; Coupling enz = -1; Giardia killer = 0; CXXC DNA block = 14%; PKM2 act = 9%
